APJ agonist = activates the human apelin receptor APJ; P35414; CHO-K1 APJ PathHunter beta-arrestin, luminescence; 0% DMSO wells, 100% apelin; activation, % at 20 µM; 0.11% of 330,000 active; AID 2520;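 active = activation more than six SD over the plate average, tested at 20 µM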;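 note: 0% = DMSO alone and 100% = apelin-13 at 10 nM; some results filed as inactive read as strong as hits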
Target sequence (P35414 whole entry, looked up): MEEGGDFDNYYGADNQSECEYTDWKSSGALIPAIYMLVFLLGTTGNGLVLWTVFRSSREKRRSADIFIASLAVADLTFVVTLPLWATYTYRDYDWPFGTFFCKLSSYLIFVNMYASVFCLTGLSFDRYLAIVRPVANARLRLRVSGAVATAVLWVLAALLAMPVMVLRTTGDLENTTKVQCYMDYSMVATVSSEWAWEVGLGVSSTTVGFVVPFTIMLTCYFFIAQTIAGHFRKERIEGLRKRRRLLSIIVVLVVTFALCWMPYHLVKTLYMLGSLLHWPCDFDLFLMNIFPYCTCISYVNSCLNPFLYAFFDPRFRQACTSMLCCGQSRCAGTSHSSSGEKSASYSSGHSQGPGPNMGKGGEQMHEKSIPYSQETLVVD
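Assay system: engineered CHO-K1 APJ arrestin reporter cells; Amount: 1000 CHO-K1 reporter cells seeded per well; Dosing: one dose, 20 µM compound, 1% DMSO; Times: compound stimulation 90 min at 25 °C, detection 60 min; Measured by: luminescent beta-gal fragment complementation, chemiluminescent substrate; Read-out: APJ–arrestin association signal; Controls: DMSO vs Apelin-13 10 nM.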
CHOP UPR activ = apoptotic UPR (CHOP) activation; CHO-CHOP luciferase reporter, luminescence; percent of tunicamycin response over DMSO baseline; activation, % at 10 µM; 0.34% of 330,000 active; AID 449763;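 active = at 10 µM dose, activation of 40% or more, normalized to positive control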;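 note: 100% = tunicamycin at 10 µg/mL and 0% = DMSO alone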
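System: CHO-CHOP luciferase reporter cell line | Buffer or medium: F12 medium containing 10% fetal bovine serum | Doses: One dose, 10 µM in 0.5% DMSO | Times: 6 h compound exposure at 37 °C after overnight seeding | Signal: Luciferase luminescence | Read-out: % activation vs tunicamycin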
APJ antagonist = blocks the human apelin receptor APJ; P35414; CHO-K1 APJ beta-arrestin complementation, luminescence; inhibition, % at 20 µM; 0.32% of 330,000 active;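 active = inhibition above about 40% at 20 µM, limit read from the data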;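 note: cells challenged with 10 nM apelin-13 agonist together with compound; plate controls were apelin-13 plus DMSO wells for no effect and DMSO wells lacking apelin-13 for full effect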
CXCR6 inh = inhibitors of human CXCR6 receptor. O00574. CHO-K1 PathHunter CXCR6 beta-arrestin, luminescence. inhibition, % at 20 µM. 0.36% of 360,000 active; in the data active = inhibition above about 34%, passing the limit was not always enough;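 note: antagonist mode with CXCL16 agonist at 10 nM final; 0% = 10 nM CXCL16 with DMSO and 100% = unstimulated wells without agonist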
Target sequence (O00574 whole entry, looked up): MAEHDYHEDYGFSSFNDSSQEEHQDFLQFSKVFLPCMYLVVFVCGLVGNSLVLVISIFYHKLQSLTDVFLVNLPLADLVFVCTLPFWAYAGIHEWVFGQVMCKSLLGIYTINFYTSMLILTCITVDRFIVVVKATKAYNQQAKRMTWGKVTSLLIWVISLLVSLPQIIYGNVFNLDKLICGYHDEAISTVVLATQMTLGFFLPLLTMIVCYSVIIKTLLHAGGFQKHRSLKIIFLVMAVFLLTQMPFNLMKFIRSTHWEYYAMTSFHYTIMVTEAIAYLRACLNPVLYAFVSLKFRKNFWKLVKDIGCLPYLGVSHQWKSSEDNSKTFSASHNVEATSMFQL
Mdm2 MdmX PPI = disrupts the human Mdm2-MdmX interaction. 3% of 330,000 active. AID 485346. O15151+Q00987. inhibition, % at 8 µM. SaOS-2 split-luciferase Mdm2/MdmX complementation, luminescence;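 active = inhibition of at least 50% at 8 µM in the primary screen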
UPR XBP1 act = adaptive UPR (XBP1) activation; CHO-XBP1 luciferase reporter, IRE1-XBP1 UPR activation, luminescence; percent of tunicamycin response, DMSO as zero; activation, % at 20 µM; 0.33% of 330,000 active; AID 463104;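 active = versus positive control, 20 µM dose yields 30% or more activation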;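 note: 100% = tunicamycin at 10 µg/mL and 0% = DMSO only wells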
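incubation = overnight seeding at 37 °C, 6 h compound treatment at 37 °C | assay system = CHO-XBP1 cells stably carrying IRE1-XBP1-driven luciferase reporter | input = 1000 cells per well | detection = luciferase luminescence | dosing = single point, 20 µM final compound, 1% DMSO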
tim10-1 inh = tim10-1 yeast growth inhibition. S. cerevisiae tim10-1 ts strain growth, BacTiter-Glo, 24 h. 2.2% of 330,000 active. inhibition, % at 20 µM;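 active = inhibition of at least 40%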;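 note: mutant grown at 25 °C; 0% = DMSO wells with yeast and 100% = wells holding no yeast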
tim23-1 inh = inhibits growth of tim23-1 mutant yeast; 1.3% of 330,000 active; inhibition, % at 20 µM; S. cerevisiae tim23-1 growth, BacTiter-Glo luminescence, 24 h;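 active = growth inhibition of the mutant yeast at or above 50%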;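 note: temperature-sensitive mutant grown at 25 °C; plate controls were DMSO-treated mutant yeast for no effect and medium wells lacking yeast for full effect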
TIM10 inh = TIM10 yeast growth inhibition; S. cerevisiae TIM10 strain growth, BacTiter-Glo luminescence, 24 h; 1.4% of 330,000 active; inhibition, % at 10 µM; AID 463195;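 active = inhibition of 40% or more at the single tested concentration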;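 note: wild-type TIM10 isogenic control strain grown at permissive 25 °C; 0% = DMSO yeast wells and 100% = minimal medium wells without yeast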
An asterisk follows results filed as active; nt = no result given.

item | molecule | UPR XBP1 act | tim10-1 inh | Mdm2 MdmX PPI | APJ antagonist | CHOP UPR activ | APJ agonist | TIM10 inh | tim23-1 inh | CXCR6 inh
1 | O=C(CCc1ccccc1)N=C1SC2CS(=O)(=O)CC2N1c1ccccc1F (stereo not given) | 0 | 17 | 6 | 17 | 2.0 | 6 | 9 | 15 | -9
2 | CN1C(=O)N(C)C(c2ccccc2Cl)C2=C1CC(C)(C)CC2=O (stereo not given) | -1 | 4 | 14 | 12 | 1.3 | -4 | 3 | 14 | -8
3 | CN(C(=O)CSc1nnc(-c2ccccc2F)n1N)C1CCCCC1 | -5 | -1 | 10 | 10 | -0.7 | -2 | -39 | 0 | -1
4 | COc1ccccc1CNC(=O)Cn1c(=O)c2cccn2c2cccnc21 | -1 | 3 | -3 | 5 | 1.4 | 0 | 8 | 9 | 2
5 | COc1ccc(Br)cc1CNC(=O)CCc1nc(-c2ccccc2F)no1 | -3 | 5 | 19 | 14 | -0.8 | 0 | -36 | 20 | -7
6 | O=C(C1CC1)N1N=C(c2ccc(Br)cc2)CC1(O)C(F)(F)F (stereo not given) | 1 | 20 | -6 | 6 | 2.5 | -2 | 12 | 44 | -10
7 | Cc1c(C(=O)N2CCOCC2)oc2c1C(=O)CC(C)(C)C2 | 0 | 13 | -34 | -17 | 0.0 | -1 | -14 | 0 | 1
8 | CCn1cc(CN2CCC(n3nccc3NC(=O)c3cccc(F)c3)CC2)c(C)n1 | -6 | -17 | 4 | -23 | -1.0 | -2 | 6 | -8 | -13
9 | CCc1ccc(OS(=O)(=O)c2cn(C)c(=O)n(C)c2=O)cc1 | 2 | -2 | 9 | -6 | 2.7 | -4 | -4 | 2 | -1
10 | COC(=O)c1c(NC(=O)c2ccccc2)sc2c1CC(C)(C)OC2 | 8 | 18 | -9 | -3 | 4.0 | -2 | 5 | 7 | -15
11 | N#Cc1cccnc1N1CCN(C(=O)c2cccc3c2C(=O)c2ccc(Cl)cc2S3(=O)=O)CC1 | -3 | -5 | 34 | -5 | 1.3 | 1 | 12 | 17 | -6
12 | O=C(CSc1nncn1-c1ccccc1)Nc1ccc(F)cc1F | -1 | -1 | -13 | -11 | 1.4 | 1 | 7 | -1 | 2

Three of these compounds, set out differently:
#4 COc1ccccc1CNC(=O)Cn1c(=O)c2cccn2c2cccnc21
#5 COc1ccc(Br)cc1CNC(=O)CCc1nc(-c2ccccc2F)no1
#6 O=C(C1CC1)N1N=C(c2ccc(Br)cc2)CC1(O)C(F)(F)F (stereo not given)
screen / no.	4	5	6
UPR XBP1 act	-1	-3	1
tim10-1 inh	3	5	20
Mdm2 MdmX PPI	-3	19	-6
APJ antagonist	5	14	6
CHOP UPR activ	1.4	-0.8	2.5
APJ agonist	0	0	-2
TIM10 inh	8	-36	12
tim23-1 inh	9	20	44
CXCR6 inh	2	-7	-10

Next section:
item | molecule | UPR XBP1 act | tim10-1 inh | Mdm2 MdmX PPI | APJ antagonist | CHOP UPR activ | APJ agonist | TIM10 inh | tim23-1 inh | CXCR6 inh
13 | CNC(=O)COc1ccccc1C(=O)Nc1ccc2c(c1)oc1ccccc12 | 4 | 3 | 12 | 0 | 2.3 | 2 | 2 | 7 | 7
14 | CC1=NN(CCC#N)C(=O)/C1=C/c1ccc(N(C)C)cc1 | -1 | 6 | -17 | 22 | 0.6 | 0 | 5 | 5 | 12
15 | CCCS(=O)(=O)c1nc(S(=O)(=O)c2ccc(C)cc2)c(N2CCN(CC)CC2)s1 | -5 | 5 | 30 | -10 | 2.7 | 0 | 7 | 16 | 5
16 | O=C(c1ccc2c(c1)OCO2)C1CCCN(Cc2cn[nH]c2-c2cccc(F)c2)C1 (stereo not given) | -2 | 11 | 5 | 9 | 1.1 | -3 | 9 | 7 | -2
17 | COC(=O)C1=CN(c2ccc(OC)cc2)C=C(C(=O)OC)C1c1ccc([N+](=O)[O-])cc1 | -2 | 17 | 10 | 3 | 3.7 | 1 | 15 | 28 | 8
18 | CC1CC(NC(=O)N(C)C)N(C)C(=O)N1 (stereo not given) | -1 | -1 | -24 | -15 | -1.0 | -2 | 6 | 8 | 11
19 | CCOc1ccc(C(=O)Nc2cccc(-c3cc4ccccc4oc3=O)c2)cc1[N+](=O)[O-] | 6 | 4 | 39 | -1 | -0.2 | -8 | -8 | -16 | -4
20 | Cc1cc(N2CCCC2)nc(SCC(=O)c2ccccc2)n1 | 2 | 18 | -31 | 31 | 3.7 | -4 | -4 | 34 | 17
21 | CCn1c(C)nc2cc(C(=O)N/N=C/c3cccc(OC)c3O)ccc21 | -5 | -17 | 35 | -23 | -1.7 | 0 | -14 | 8 | -18
22 | CCCS(=O)(=O)N1CCN(C(=O)c2cccs2)CC1 | -4 | -23 | 5 | 12 | -1.9 | -4 | -5 | -6 | 3
23 | CC(=O)N1CCc2cc(S(=O)(=O)N3CCc4ccccc4C3)ccc21 | -4 | 6 | 6 | -11 | -2.0 | -19 | 13 | 6 | -2
24 | COc1ccc(NC(=O)COC(=O)C2CC2)c(OC)c1 | 1 | -8 | -26 | -8 | 0.2 | -6 | 12 | 15 | 1
25 | Cc1ccc(NC2CCCN(C(=O)CCN3CCOCC3)C2)cc1C (stereo not given) | -2 | 10 | 11 | 10 | -1.0 | 5 | -7 | -4 | 1
26 | COc1cccc(NC(=S)NCc2ccco2)c1 | 1 | 14 | 14 | 5 | 0.1 | -2 | 8 | 24 | 2
27 | Cc1c(C(=O)Nc2ccc3c(c2)OCCO3)oc2ccc(Br)cc12 | 3 | 8 | -139 | -10 | 4.2 | -3 | 24 | 36 | -2
28 | COc1cc(/C=C2\SC(=O)N(CC(=O)Nc3cccc(C)c3)C2=O)ccc1OC(C)C(=O)O (stereo not given) | -2 | 10 | -10 | 10 | 0.5 | -1 | 6 | 4 | -9
29 | O=C(c1ccc(O)cc1)c1ccc(C(=O)O)c(C(=O)O)c1 | 4 | 9 | -25 | 18 | -1.1 | 0 | -16 | -8 | 5
30 | CCN(c1ccc(OCC(=O)OCC(=O)c2c(N)n(C)c(=O)n(C)c2=O)cc1)S(=O)(=O)c1ccccc1 | 4 | 14 | -19 | 0 | -1.0 | 1 | -29 | 1 | 1
31 | CC(C)NC(=O)Cn1cc(S(=O)(=O)N2CCCC2)c(S(=O)(=O)N2CCCC2)c1 | -9 | 0 | 22 | 16 | -1.8 | -5 | -2 | -8 | -8
32 | CC(C)(C)c1ccc(S(=O)(=O)NCC(=O)N2CCN(Cc3ccccc3)CC2)cc1 | -6 | 6 | 30 | 6 | 2.0 | 3 | 5 | 8 | 12
33 | CCC(=O)NC(=S)NNC(=O)c1ccc(NC(=O)c2ccccc2)cc1 | 0 | -9 | 4 | 17 | -1.8 | -4 | 6 | 2 | 12
34 | CCC1=Nc2cc(C(=O)NCc3ccco3)ccc2Sc2ccc(Cl)cc21 | 4 | 13 | 42 | -5 | 1.4 | -2 | -1 | 6 | 3
35 | CCOC(=O)C1=C(C)N=c2s/c(=C/c3cccc([N+](=O)[O-])c3O)c(=O)n2C1c1cc(OC)c(OC)c(OC)c1 (stereo not given) | -2 | 34 | 52* | 40* | -0.3 | -7 | 12 | 26 | 34
36 | CC1=NN2C(=N)/C(=C\c3ccc(SCc4ccccc4)o3)C(=O)N=C2S1 | 0 | 15 | 1 | 20 | 1.8 | -2 | 10 | 9 | 11
37 | O=[N+]([O-])c1ccc(N2CCN(CCOCCO)CC2)c([N+](=O)[O-])c1 | -6 | -12 | -6 | -22 | -1.4 | -2 | -11 | -8 | 4
38 | Cc1nn(-c2ccccc2)c(C)c1CN(C)C(=O)c1ccc(S(=O)(=O)NCc2ccco2)cc1 | 3 | 13 | -2 | 1 | 1.9 | -1 | 7 | 8 | -3
39 | Cc1cc(OCc2nn[nH]n2)c2c(C)c(CC(=O)O)c(=O)oc2c1 | 3 | 1 | -18 | -6 | 0.2 | 0 | 0 | 7 | -1
40 | CCN1CCN(C(=O)c2ccccc2NC(=O)c2ccc(Cl)cc2)CC1 | -2 | -3 | -5 | 7 | -0.1 | -3 | -4 | -5 | -4
41 | CC(=O)Nc1ccc(Br)c2ccccc12 | 0 | 6 | 25 | -6 | -2.2 | -2 | 10 | 6 | 6
42 | NC(=O)CC[C@H](NC(=O)[C@H](Cc1ccccc1)n1c(=O)[nH]c2ccccc2c1=O)C(=O)N1CCC[C@H]1C(=O)O | -3 | -1 | -28 | -69 | 2.2 | -2 | -1 | 0 | -5
43 | CCN(CC)c1ccc(/C=C/c2nc3ccccc3s2)cc1 | -10 | 13 | 45 | 20 | -7.5 | -5 | 13 | 6 | nt
44 | CN(CC(=O)Nc1ccc(Cl)cc1)C(=O)CNC(=O)Cc1cccc2ccccc12 | 0 | 4 | 5 | -1 | 0.6 | -3 | 7 | -6 | -6
45 | CCCC(=O)NCCc1nc2ccccc2n1C | 1 | 11 | 16 | -4 | 1.1 | -3 | 5 | -6 | -5
46 | Cc1ccc2nc(SCC(=O)Nc3ccc(F)cc3F)[nH]c2c1 | -1 | 13 | -23 | 0 | -0.2 | -4 | 24 | 23 | 15
47 | C/C=C(\C)CN1CCCC(CO)(Cc2ccccc2)C1 (stereo not given) | 4 | 4 | -6 | 11 | 2.1 | -1 | -12 | -1 | 2
48 | COCCNC(=O)CN(C(=O)CCC(=O)Nc1ccccn1)c1ccc(OC)cc1 | 1 | -21 | 27 | 9 | 0.8 | 0 | -3 | -7 | -7
49 | OCC1(Cc2ccccc2)CCN(Cc2cnc(-c3ccc(Cl)cc3)nc2)CC1 | 0 | 47* | 6 | -21 | 0.9 | -3 | 35 | 20 | -6
50 | O=C(CCc1nc2ccccc2c(=O)[nH]1)OCc1ccc(-c2ccccc2)cc1 | -2 | -16 | 48 | 16 | 0.0 | -4 | -21 | -28 | -7
51 | CS(=O)(=O)NCCSCc1c(Cl)cccc1Cl | -2 | 10 | 21 | 26 | -0.3 | -4 | -8 | 17 | 2
52 | CCCCCCc1nc2c(=O)[nH]c3ccccc3c2o1 | 0 | 25 | -22 | -4 | 2.3 | 2 | 5 | 4 | 0
53 | O=C(c1cc(N2CCOCC2)c(F)cc1[N+](=O)[O-])N1CCOCC1 | -5 | -10 | 1 | 17 | 1.8 | -1 | 0 | -4 | -3
54 | Cc1cc(C(=O)CSCCCn2c(=O)[nH]c3ccccc32)c(C)n1C | 2 | 25 | -36 | 13 | -2.0 | 0 | 5 | 5 | -4
55 | O=C(CN1CCN(Cc2ccccc2Cl)C1=O)NCc1ccco1 | -1 | 11 | -10 | 5 | 0.9 | 0 | -1 | 9 | -5
56 | Cc1nnc(SCC(=O)N/N=C/c2cn(-c3ccccc3)nc2-c2ccccc2)n1-c1ccccc1 | -2 | 4 | 34 | 10 | 5.6 | -1 | 16 | 14 | 5
57 | O=C(Nc1ccccc1)[C@@H]1CC=C[C@@H]2CCN(Cc3ccccc3)C(=O)[C@@H]21 | -1 | 18 | -4 | 6 | -1.7 | 4 | 15 | 16 | 0
58 | COC(=O)c1ccc(-c2c(-c3ccccc3)ncc3cc(OC)c(OC)cc23)cc1 | 1 | 26 | 16 | 20 | 0.1 | 0 | -1 | 19 | 13

Only part of the results is shown; the hit share may differ from the screen's.
